bCat nuc transl = beta-catenin nuclear translocation modulation | nuclear translocation activity, % at 5 µM | AID 1665 | hit rate 0.3% among 190,000 | HeLa beta-catenin nuclear translocation, immunofluorescence imaging;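 active = nuclear translocation activity above 50% at 5 µM, with a well cell count of 50 or more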;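 note: per-cell ratio of nuclear to cytoplasmic median beta-catenin stain intensity; plate controls were DMSO negative control for no effect and GSK-3 inhibitor IX positive control for full effect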
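Test system: HeLa cells, endogenous beta-catenin; Compound: single 5 µM dose plus 0.02–20 µM confirmation series; Times: compound exposure 24 h at 37°C; Signal: fluorescence imaging of beta-catenin antibody stain plus DAPI; Read-out: % activation, nuclear-to-cytoplasmic median beta-catenin signal ratio per cell.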
M17LAP inhibition = P. falciparum M17LAP inhibitors, primary screen, biochemical, fluorogenic H-Leu-NHMec substrate, 1536-well (AID 1619); recombinant M17LAP, H-Leu-NHMec fluorogenic kinetic assay; higher % means a stronger effect; inhibition, % at 30 µM, or IC50 in µM where a hit was titrated; hit rate 0.38% among 220,000;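 active = compound inhibiting the enzyme by more than half at any dose during confirmatory dose-response retesting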;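 note: plate controls were full reaction with DMSO carrier for no effect and no enzyme background for full effect; strong numbers were not always called active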
NOD2 inhibition = inhibition of NOD2-driven NF-kB reporter – cell-based, luminescence, uHTS, HEK293 (AID 1566); HEK293 NOD2/NF-kB luciferase reporter, luminescence; higher % means a stronger effect; inhibition, % at 4 µM; hits with a dose series show EC50 in µM; hit rate 0.63% among 290,000; in the data active = inhibition above about 50%; note: many of its hits are not listed in these tables
NOD1 inhibition = inhibition of NOD1-driven NF-kB reporter – cell-based, luminescence, uHTS, primary screen (AID 1578) | NOD1-driven NF-kB luciferase reporter cells, luminescence; higher % means a stronger effect | inhibition, % at 4 µM; hits with a dose series show EC50 in µM | hit rate 1% among 290,000; in the data active = inhibition mostly above about 36%, no sharp cut-off; inactive = mostly below about 34%;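 note: HEK-293T reporter cells stimulated with the NOD1 agonist gamma-tri-DAP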
Autophagy mod = autophagy modulation, high-content screen; MEF GFP-LC3 puncta imaging; test concentration mostly 10 µM; calls only at 10 µM (by protocol); hit rate 0.98% among 190,000;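 active = percentage of spot-positive cells more than 3 SD above its plate mean, without a fluorescence outlier flag or 80% toxicity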;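 note: spot-positive cell cutoff set from DMSO-treated cells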
Yfh1-depleted yeast = enhancers of respiration in Yfh1-depleted yeast, dose response, Friedreich's ataxia, plus single-dose screen (AID 1465) | S. cerevisiae Yfh1-off respiration, WST-1 reduction, 72 h; higher fold induction means a stronger effect | fold induction at 50 µM; hits with a dose series show EC50 in µM | hit rate 0.074% among 220,000;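 active = fold induction of absorbance versus untreated yeast above a set limit, then at least 30% activation at any dose in follow-up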;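 note: activators that raise dye reduction in frataxin-depleted yeast; strong numbers were not always called active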
Ins promoter up = MIN6 insulin promoter up-regulation; MIN6 insulin promoter-GFP reporter, high-content imaging; active compounds read high; z-score at 5 µM; hit rate 0.3% among 190,000; AID 1625;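 active = z-score above 3 at 5 µM with at least 500 cells counted in the well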
MT stabilizer = microtubule stabilizers in HeLa cells. % tubulin-high responders, % at 10 µM. hit rate 0.83% among 200,000. AID 2205. HeLa tubulin immunostaining HCS, 24 h; share of cells brighter than vehicle mean+2SD;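 active = plate Z-score above 3 for both tubulin-high and condensed-nucleus cell shares, with cell loss under 80%, at 10 µM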;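 note: anti alpha tubulin signal scored within the nucleus-defined area of each cell; some results filed as inactive read as strong as hits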
Dynein cargo inh = blocks dynein driven cargo transport along microtubules; 3617.4 mouse cells, GR-EGFP nuclear translocation imaging; test concentration mostly 20 µM; stimulated with dexamethasone, 1 µM; active compounds read low; z-score, hits read low; hit rate 0.47% among 220,000;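 active = plate z-score of nuclear minus cytoplasmic receptor signal below a set negative limit, without overly bright fluorescence or cell loss, cut at about -3.5 in these data, passing the limit was not always enough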;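 note: z-score of nuclear minus cytoplasmic ring GR-EGFP intensity difference per well; some compounds called inactive have numbers as strong as hits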
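Buffer or medium: Induction medium lacking tetracycline, stripped serum | Also added: Dexamethasone agonist, 1.0 µM final, for 30 min | Timing: 48 h induction, 1 h compound, 30 min dex at 37 °C | Detection: Formaldehyde fixation, Hoechst nuclear stain, 10x automated fluorescence imaging | Measure: Nuclear versus cytoplasmic GR-EGFP signal, averaged per well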
Dynein cargo inh cytoplasmic EGFP = second read-out of Dynein cargo inh, no call of its own (marks repeat the call); z-score; measured here: cytoplasmic GR-EGFP intensity; active compounds read high
Dynein cargo inh nuclear GR-EGFP = also measured in Dynein cargo inh; calls as there; z-score; measured here: nuclear GR-EGFP intensity;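 lower value marks the stronger effect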
Dynein cargo inh cell count = further read-out of Dynein cargo inh, marked with its call; z-score; measured here: cell count per field
Ins promoter up cell count = further read-out of Ins promoter up, marked with its call; cell count; measured here: cytotoxicity, nuclei count;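 total cells summed across four imaged fields per well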
bCat nuc transl cell count 5 µM = further read-out of bCat nuc transl, marked with its call; cell count; measured here: cell count, cytotoxicity flag
MT stabilizer Hoechst-high % = second read-out of MT stabilizer, no call of its own (marks repeat the call); % Hoechst-high responders; measured here: nuclear condensation Hoechst responders;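 share of cells brighter than vehicle mean plus two SD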
MT stabilizer cytotoxicity % = further read-out of MT stabilizer, marked with its call; toxicity, %; measured here: cytotoxicity by cell density;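 0% = mean cell density of plate MIN control wells and 100% = no cells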
Autophagy mod cell loss 18 h = recorded beside Autophagy mod, whose call it bears; toxicity, %; measured here: cell loss, nuclei count;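 cell loss after 18 h compound exposure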
An asterisk follows results filed as active; i = inactive; . = no result given. The list is partial. The share of hits here may be higher or lower than overall.

SMILES	bCat nuc transl	bCat nuc transl cell count 5 µM	M17LAP inhibition	NOD2 inhibition	NOD1 inhibition	Autophagy mod	Autophagy mod cell loss 18 h	Yfh1-depleted yeast	Ins promoter up	Ins promoter up cell count	MT stabilizer	MT stabilizer Hoechst-high %	MT stabilizer cytotoxicity %	Dynein cargo inh	Dynein cargo inh cytoplasmic EGFP	Dynein cargo inh nuclear GR-EGFP	Dynein cargo inh cell count
O=S(=O)(Nc1ccc(N=Nc2ccccc2)cc1)c1ccccc1	0.7	1006	-3.8%	-10.7%	10.6%	i	9.0	i	0.8	1515	4.3	2.9	4.9	-0.871	-0.248	-0.602	0.455
CC([NH2+][O-])C(C)(C)NO (stereo not given)	-2.8	976	5.3%	2.2%	-16.1%	i	0.3	i	0.19	1503	4.3	1.4	6.4	0.13	-0.0902	0.21	0.109
CC(C)n1c(SC2CCOC2=O)nc2ccccc21 (stereo not given)	-6.6	1107	-13.2%	-5.4%	-1.8%	i	7.6	.	-0.01	814	1.7	1.7	7.5	0.0839	-0.106	0.204	0.0384
O=C(NCC(=O)N(CC1CCCO1)C(C(=O)NC1CCCCC1)c1ccccc1)c1cccs1 (stereo not given)	-0.1	1288	8.3%	18.4%	10.0%	i	24.6	i	-0.22	1622	1.7	2.0	10.7	-0.698	-0.142	-0.509	0.142
Cc1ccc(NC(=S)N(CCN2CCOCC2)Cc2cc3cc4c(cc3[nH]c2=O)OCO4)cc1	1.4	944	26.9%	12.5%	-34.1%	i	12.7	i	-0.35	1493	5.0	1.8	5.0	-0.477	-0.308	-0.101	0.474
C[C@@H](C(=O)N[C@@H](Cc1ccccc1)C(=O)O)n1nnc2ccccc2c1=O	-0.7	1264	8.4%	13.9%	-10.3%	.	.	i	0.44	951	.	.	.	1.21	-0.0381	0.605	-0.374
O=S(=O)(c1ccccc1)N1CCN(C(=S)Nc2ccc(F)cc2)CC1	-1.7	916	3.6%	10.8%	-15.9%	i	9.1	i	-0.01	1278	2.5	2.1	10.1	0.699	-0.187	0.518	-0.811
CCOC(=O)C1(Cc2ccc(OC)cc2)CCN(C(=O)Cn2cnnn2)CC1	1.4	1115	-3.7%	-9.2%	-42.4%	i	10.6	i	0.29	1381	5.1	1.4	2.5	0.99	1.83	0.989	-1.64
O=C(CCN1C(=O)c2ccccc2C1=O)N1CCN(Cc2ccc(Cl)cc2Cl)CC1	-4.7	1010	1.5%	3.8%	2.0%	i	2.5	i	-1	1206	1.6	2.8	7.0	-0.37	-0.205	0.203	0.0339
COc1ccc(C(=O)CSc2nnc(CN3CCCCC3)n2-c2ccc(F)cc2)cc1	0.5	927	-0.8%	37.3%	-11.9%	i	-10.8	i	-0.24	1427	1.1	3.1	5.2	-0.0823	-0.327	-0.173	0.157
N#Cc1c(N)nc2c3c(sc(=N)c2c1N)NC(=O)CC3c1c(F)cccc1Cl (stereo not given)	-0.7	801	4.2%	-28.6%	-19.4%	i	-30.5	i	-1.27	1499	4.1	2.1	5.4	0.915	-0.148	0.781	0.752
CCCc1cc(C(=O)NCc2ccccc2)no1	-2.1	1100	-10.3%	-24.8%	-31.2%	i	-7.9	i	.	.	2.8	3.1	7.8	-0.899	-0.175	-0.372	0.64
Cc1ccc(-c2csc(=S)[nH]2)cc1	-1.4	1119	11.1%	-39.8%	-40.2%	i	-0.2	i	-0.93	1297	2.1	2.5	4.0	0.106	-0.348	-0.0315	0.659
CCN1C(=O)C(CC(=O)Nc2c(C)cccc2C)SC1=Nc1ccc(S(N)(=O)=O)cc1 (stereo not given)	-2.2	1177	16.3%	7.0%	-23.7%	i	-7.9	i	0.34	1066	3.8	3.2	5.6	0.256	-0.198	0.511	-0.395
O=c1c(F)cn(C2CCCO2)c(=O)n1Cc1ccc(Cl)cc1 (stereo not given)	-0.4	1556	-0.3%	5.2%	-16.8%	i	19.0	i	-0.01	1723	3.2	2.6	4.5	0.37	-0.25	0.284	0.452
COC(=O)/C(=C\c1ccc([N+](=O)[O-])o1)NC(=O)c1ccccc1	-3.8	1176	-50.1%	24.4%	-10.3%	i	-6.5	i	-0.4	887	1.5	1.1	2.7	0.589	-0.273	0.965	0.779
CC(C)(C)c1ccc(C(=O)NCc2cccnc2)cc1	-1.8	719	3.9%	13.4%	-4.4%	i	-4.6	i	-0.41	1003	3.9	3.3	9.4	-1.01	-0.355	-0.677	1.14
COc1ccc(CCNC(=O)Cn2cnc3sc(C)c(-c4ccc(F)cc4)c3c2=O)cc1OC	-2.5	1080	-1.1%	-5.4%	-27.4%	i	18.8	i	0.37	1524	4.1	2.0	6.3	-0.505	-0.21	0.112	0.137
C/C(=N\NC(=O)c1c(Cl)c(C)nn1C)c1ccc(NC(=O)COc2ccc(Cl)cc2C)cc1	-2.6	1357	-11.9%	6.4%	-29.8%	i	17.2	i	-0.12	1443	5.4	3.0	3.7	0.387	-0.223	0.829	0.439
Cn1c(SCC(=O)Nc2nc3c(s2)CCCC3)nnc1-c1ccccc1	-8.0	994	-0.9%	9.2%	-10.0%	i	-3.1	i	-0.26	1140	2.3	2.7	8.6	-0.259	-0.197	-0.139	0.698
COc1ccccc1N1CCN(/N=C/C=C/c2ccccc2[N+](=O)[O-])CC1	1.3	1265	-1.1%	20.6%	5.1%	.	.	i	.	.	.	.	.	0.0286	-0.265	0.673	-0.49
Cc1cc(C)c(NC(=O)CSc2ccc3nnc(CCNC(=O)c4ccccc4)n3n2)c(C)c1	0.5	1072	24.9%	3.3%	17.0%	i	-18.8	i	-0.58	1306	3.6	3.9	5.8	-0.272	-0.183	-0.113	0.305
COc1ccc(OC)c(-c2cc(C(=O)NCc3ccco3)no2)c1	-0.8	775	3.9%	8.8%	-6.2%	i	8.0	i	-1.43	1412	3.1	1.5	3.8	-0.767	-0.458	-0.287	-0.148
CSc1nc(N2CCN(c3ccccc3Cl)CC2)c2ccccc2n1	-0.2	939	-0.3%	5.6%	-19.1%	i	-20.3	i	0.12	1484	1.6	1.9	1.8	-0.806	-0.233	-0.503	0.474
CC(C)C(=O)N1CCN(c2ccc(NC(=O)c3cccs3)cc2Cl)CC1	-0.9	1053	.	6.6%	-40.0%	i	1.9	i	0.14	1460	2.1	1.4	9.8	0.299	-0.308	0.439	0.384
The list goes on.
SMILES	bCat nuc transl	bCat nuc transl cell count 5 µM	M17LAP inhibition	NOD2 inhibition	NOD1 inhibition	Autophagy mod	Autophagy mod cell loss 18 h	Yfh1-depleted yeast	Ins promoter up	Ins promoter up cell count	MT stabilizer	MT stabilizer Hoechst-high %	MT stabilizer cytotoxicity %	Dynein cargo inh	Dynein cargo inh cytoplasmic EGFP	Dynein cargo inh nuclear GR-EGFP	Dynein cargo inh cell count
Cc1ccc(NCCC(=O)c2cccs2)cc1Cl	-1.0	983	7.3%	-34.7%	-39.0%	i	-25.5	i	0.13	1889	2.1	2.2	7.9	-0.34	-0.214	0.18	1.45
CCOC(=O)C1CCN(S(=O)(=O)c2cc(Br)cc3c2N(C(=O)C2CC2)CC3)CC1	0.3	993	-0.8%	5.4%	3.3%	i	5.2	i	0.69	1448	3.0	1.3	5.5	-1.14	3.09	0.621	0.15
CCOC(=O)c1sc(=NC(=O)c2cccs2)n(C)c1C	-4.3	1046	-18.2%	-152.9%	-65.5%	i	15.4	i	-0.12	1552	1.4	2.1	8.9	-0.859	0.328	-0.55	-0.0709
COc1ccc(S(=O)(=O)N2CCOCC2)cc1NC(=O)CSc1n[nH]c(C(C)C)n1	-1.7	1018	6.1%	3.7%	-16.2%	i	-3.1	i	.	.	4.3	2.3	8.5	-0.151	0.0366	0.505	-0.217
CC(=O)NC(=S)Nc1ccc(S(=O)(=O)N(C)Cc2ccccc2)cc1	0.6	925	-1.0%	-1.7%	-19.0%	i	-25.9	i	1.39	1556	1.3	1.9	8.8	-0.556	-0.283	-0.22	0.729
O=C(O)CCn1ccnc1-c1ccccc1	1.0	1127	-13.6%	9.2%	-16.0%	i	15.2	i	0.25	943	3.5	1.4	3.6	-0.169	-0.367	0.336	0.143
O=C(NCc1ccc2c(c1)OCO2)c1cccc(Cl)c1	1.3	1113	0.2%	-3.0%	-22.4%	i	3.3	i	-0.58	1324	4.3	1.3	4.5	0.662	-0.182	1.2	0.104
O=C(Nc1cc(F)cc(F)c1)c1ccc(NCCCN2CCCCCC2)c([N+](=O)[O-])c1	0.4	1077	2.8%	12.0%	-13.7%	i	-35.4	i	.	.	4.5	1.8	8.1	1.97	-0.207	1.27	-0.978
CCCc1nnc(N2C(=O)c3cccc4cccc(c34)C2=O)s1	0.9	1092	0.9%	2.8%	-16.1%	i	-2.5	i	0.41	837	1.5	2.9	4.3	0.36	-0.178	0.324	-0.107
CCCCS(=O)CC(COc1ccc(Cl)cc1)OC(=O)c1ccccc1 (stereo not given)	1.2	1179	14.4%	-20.0%	-6.9%	i	-5.6	i	-2.2	958	2.4	1.3	11.7	-0.193	-0.152	0.118	0.54
COC(=O)[C@H](CCSC)NC(=O)Nc1ccc(C(C)C)cc1	-4.8	1036	6.7%	0.4%	2.6%	i	-5.7	i	0.59	1210	6.5	3.1	7.7	-0.675	-0.187	-0.0736	0.107

Some values from the list:
For bCat nuc transl cell count 5 µM, CCCc1nnc(N2C(=O)c3cccc4cccc(c34)C2=O)s1 has the entry 1092
For NOD2 inhibition, CCOC(=O)c1sc(=NC(=O)c2cccs2)n(C)c1C has the entry -152.9%

Bioassay records from PubChem BioAssay.
